Screening data (PubChem BioAssay)
RXFP1 ag – activates the human relaxin receptor RXFP1. Q9HBX9. HEK293T-RXFP1 cAMP TR-FRET, 30 min; response scale: percent of porcine relaxin response, buffer zero. Potency, µM (series often up to 57.5 µM), without a hit: at the highest dose activation, most hits filed as activators. actives 0.3% (n = 370,000). AID 2676; further: potency means the concentration at half of the fitted maximal effect; on the % scale 0 is the no-effect control and ±100 the full control effect; nearly all actives have a fitted effect of over 60% in size; many of its hits are not listed in these tables
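HEK293 cells stably expressing RXFP1, treated 30 min at 37C with compounds plus PDE4 inhibitor Ro 20174; cAMP measured by HTRF TR-FRET. Normalized to buffer and 29 nM porcine relaxin; EC50 by Hill fit.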
RXFP1 antagonist – antagonists of human relaxin receptor RXFP1; Q9HBX9; HEK293-RXFP1, relaxin-stimulated cAMP HTRF, 30 min; hits give low values; activity change, negative = inhibition, % at 57.5 µM; actives 0.59% (n = 350,000); AID 1259400;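 active means activity change of -60% or lower, but not beyond a set lower limit; inconclusive means change between -60% and -40%, or beyond the set limit; inactive means change above -40%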; further: on the % scale 0 is the no-effect control and ±100 the full control effect
D1 agonist – activates the human D1 dopamine receptor; HEK293 T-REx D1 cells, calcium flux, agonist mode; activation, % at 2 µM; actives 1% (n = 360,000); AID 504660; in the data active means activation above about 30%; further: 0% is about no effect
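Agonism was scored from calcium flux recorded over 180 s (1 read/s) after pintool compound addition, following a 10-cycle baseline. Cells were inducible force-coupled HEK293 TREx D1, plated overnight at 30 C and loaded with no-wash calcium dye.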
Vif-A3F inh – inhibitors of Vif-A3F interaction. HeLa A3F-eYFP + Vif (tagged APOBEC3F with the HIV-1 protein that degrades it), YFP fluorescence increase. Potency, µM (top dose mostly 46.1 µM), for inactives: at the highest dose activity, negative = active. actives 0.2% (n = 390,000); further: potency means the concentration at half of the fitted maximal effect; % of control where 0% means no effect; nearly all actives have a fitted effect of over 65% in size
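HeLa cells stably expressing A3F-eYFP plus Vif, plated and incubated overnight at 37 deg C, then exposed to compounds overnight at 37 deg C. Blocked degradation read as raised yellow fluorescence (Ex 488/Em 500-530).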
D2 PAM – D2 dopamine receptor (human) potentiation; HEK293 T-REx D2, calcium flux, EC20 dopamine potentiation; actives 0.34% (n = 340,000); AID 485347; P14416; potentiation, % at 10 µM;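 active means potentiation over 3 SD above the plate norm, cut at about 30% in these data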; further: 0% is about no effect
Target sequence (P14416 whole entry, looked up): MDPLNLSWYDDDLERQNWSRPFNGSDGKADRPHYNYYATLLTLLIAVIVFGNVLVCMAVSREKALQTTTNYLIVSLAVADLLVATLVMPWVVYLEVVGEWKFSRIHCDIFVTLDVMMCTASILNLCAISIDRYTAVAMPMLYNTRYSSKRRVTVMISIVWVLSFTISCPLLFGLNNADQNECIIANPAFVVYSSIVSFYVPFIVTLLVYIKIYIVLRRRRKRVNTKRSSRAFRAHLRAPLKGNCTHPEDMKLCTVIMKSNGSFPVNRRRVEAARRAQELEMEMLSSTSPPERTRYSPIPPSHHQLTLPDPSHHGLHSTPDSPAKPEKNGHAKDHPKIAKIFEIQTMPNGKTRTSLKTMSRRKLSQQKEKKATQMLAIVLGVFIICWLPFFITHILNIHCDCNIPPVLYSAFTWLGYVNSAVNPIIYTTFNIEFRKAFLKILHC
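Using a no-wash calcium dye in inducible, force-coupled HEK293 Trex cells expressing D2, we tracked fluorescence each second for 180 s after compound, then for 180 s after EC20 dopamine to detect augmented signalling.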
GRP78 ERSR act – ER stress response induction in glioma. U87-MG GRP78 promoter luciferase reporter, 16 h. actives 0.02% (n = 420,000). Potency, µM, inactives show at the top dose activation, actives largely listed as activators. AID 602332; further: potency means the concentration at half of the fitted maximal effect; series mostly up to about 76 µM; % of control where 0% means no effect; nearly all actives have a fitted effect of over 35% in size
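ERSR induction read as luciferase luminescence (Bright-Glo, 10 min at room temperature) in stably transfected human U87-MG glioma cells exposed to compounds for 16 h, using GRP78 as sensor.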
D1 PAM – human D1 dopamine receptor positive modulation; HEK293 TREx D1 cells, calcium flux, dopamine EC20 potentiation; P21728; actives 0.036% (n = 360,000); potentiation, % at 10 µM; AID 504651; in the data active means potentiation above about 30%; further: 0% is about no effect
D1 antagonist – human D1 dopamine receptor antagonism; P21728; HEK293 TREx D1 cells, calcium flux, dopamine EC80; hits give low values; activity change, negative = inhibition, % at 10 µM; actives 3.2% (n = 360,000); AID 504652; in the data active means activity change below about -30%; further: on the % scale 0 is the no-effect control and ±100 the full control effect
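Kinetic fluorescence of a calcium dye serves as the read-out. D1-expressing Hek293 Trex cells, induced overnight at 30 C, are exposed to compound for 180 s before an EC80 dopamine addition, then read 180 s further.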
Vif-APOBEC3G blk – blocks the Vif interaction with human APOBEC3G; AID 602310; actives 0.076% (n = 410,000); HeLa A3G-eYFP + Vif (tagged APOBEC3G with the HIV-1 protein that degrades it), YFP fluorescence, overnight; Potency, µM (titrated, usually from 46.1 µM), for the others: at the highest dose activity, negative = active, hits mostly inhibitors; Q9HC16;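 further: potency means the concentration at half of the fitted maximal effect; on the % scale 0 is the no-effect control and ±100 the full control effect; nearly all actives have a fitted effect of over 60% in size; hits raise eYFP signal because A3G escapes Vif-driven loss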
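HeLa cells stably expressing Vif and C-terminally eYFP-tagged A3G, seeded overnight at 37 deg C, then exposed to compound by pintool overnight at 37 deg C. Rise in yellow fluorescence (Ex 488/Em 500-530, Acumen) marks blocked Vif-driven A3G degradation.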
Numbers without * were called inactive; ? = inconclusive; / = not tested or not shown. Unless noted, the call rests on the fitted dose curve; in most records, active means well fitted curve in the direction sought with a large enough effect; inconclusive means small, poorly fitted or top-dose-only effect, or another doubt; inactive means no such curve, though single readings can be large; an effect the other way counts as inactive or inconclusive.

nr	SMILES	D1 agonist	RXFP1 antagonist	RXFP1 ag	Vif-A3F inh	GRP78 ERSR act	D1 antagonist	Vif-APOBEC3G blk	D2 PAM	D1 PAM
1	O=C1CC2(CCCC2)C(=O)N1CN1CCN(S(=O)(=O)c2cc(F)ccc2F)CC1	/	0	/	0%	0%	/	0%	/	/
2	O=C1ON=C(c2ccccc2)/C1=C/c1ccccc1	5	-5	0.4%	?	0%	1	7%	-6	-3
3	COc1ccc(-c2[nH]ncc2N=Nc2ccccc2)cc1	2	-11	-0.3%	-7%	0%	-6	?	6	-1
4	O=C(NCc1ccco1)c1cc(-c2cccc(Cl)c2)on1	5	-12	1.6%	-1%	3%	-28	-1%	-6	-3
5	CCOc1ccc(S(=O)(=O)N2CCN(C(=O)C3CSC4(C)CCC(=O)N34)CC2)cc1 (stereo not drawn)	3	-3	0.7%	1%	-3%	5	1%	4	-3
6	COc1cc(OC)c(NC(=O)CCCNC(=O)Cn2cnc3sc(C)c(C)c3c2=O)cc1Cl	1	-20	-2.1%	0%	-6%	3	0%	8	0
7	Cc1cc(C)n(CC(O)COc2ccc3ccccc3c2)n1 (stereo not drawn)	6	3	0.0%	0%	3%	6	0%	-2	0
8	Cc1ccc(NP(=O)(c2ccc(N(C)C)cc2NC(=O)c2cccs2)N2CCOCC2)cc1 (stereo not drawn)	0	12	-0.2%	-19%	1%	-3	-7%	-5	10
9	O=C(CSc1nnc(CCCN2C(=O)c3cccc4cccc(c34)C2=O)n1-c1ccccc1)NCCCO	2	/	1.5%	-17%	-2%	7	3%	1	-2
10	CCCc1nc2oc3ccccc3c(=O)c2c(=O)n1CCCOC	2	-12	10%	3%	-1%	-8	-1%	-7	1
11	COC(=O)c1ccc(NC(=O)Nc2ccccc2F)cc1	11	-7	-0.3%	5%	-4%	-20	0%	1	-7
12	CC(=O)c1ccc(Nc2nc(NCCO)nc(OC(C(F)(F)F)C(F)(F)F)n2)cc1	-2	7	0.8%	/	-2%	-1	-5%	-1	-7
13	C=CCNC(=O)/C(C#N)=C\c1cc(Cl)c(OCC)c(OC)c1	1	-30	-1.1%	7%	-3%	3	-19%	-1	-4
14	Nc1ncc([N+](=O)[O-])cc1Br	3	-5	3.5%	2%	-2%	9	-8%	9	-4
15	CNC(=O)NC(=O)CSc1nnc(-c2ccc(F)cc2)n1CC1CCCO1 (stereo not drawn)	2	-15	1.6%	-7%	-4%	-2	-2%	0	-4
16	S=C(Cc1ccccc1)N1CCOCC1	/	4	/	5%	-3%	/	-7%	/	/
17	CC(C)c1nc2oc3ccccc3c(=O)c2c(=O)n1-c1ccccc1	54*	-21	0.8%	-8%	5%	2	3%	-4	9
18	O=C(NCCc1ccccc1)c1oc2ccccc2c1COc1ccccc1	26	-15	0.9%	13%	3%	-25	0%	-4	1
19	CCOC(=O)/C=C/C(=O)OCC(=O)Nc1ccc(OC)c(Cl)c1	0	-3	-0.4%	-11%	-6%	-11	?	8	-2
20	CCC(=O)c1ccc(OCC(=O)N(Cc2nnc(-c3ccccc3Cl)o2)C2CC2)cc1	5	-3	-0.9%	0%	-2%	-7	1%	7	4
21	O=C(NCCc1ccccc1)c1cnc2ccccc2n1	4	-5	-0.9%	1%	-4%	2	-1%	-10	-6
22	Fc1ccccc1/C=N/N1CCN(Cc2ccccc2Cl)CC1	4	?	4.4%	-12%	2%	12	3%	-8	-1
23	COc1ccc(CC(=O)Nc2ccc(/C(C)=N/NC(=O)c3ccc(OC)cc3OC)cc2)cc1	-1	-1	3.6%	3%	-3%	-15	-1%	9	0
24	CCCCc1cc(=O)oc2cc(OC(C)C(=O)NCC3CCC(C(=O)O)CC3)c(Cl)cc12 (stereo not drawn)	1	/	-3.7%	-8%	0%	-3	-3%	-2	-5
25	COc1ccc(C2/C(=C(\O)c3ccc4c(c3)OCCO4)C(=O)C(=O)N2c2nc(C)c(C(C)=O)s2)cc1 (stereo not drawn)	2	6	20%	2%	7%	-14	4%	20	-7

Part of the list above, set out differently:
Values run as follows: D1 agonist, RXFP1 antagonist, RXFP1 ag, Vif-A3F inh, GRP78 ERSR act, D1 antagonist, Vif-APOBEC3G blk, D2 PAM, D1 PAM
#16 S=C(Cc1ccccc1)N1CCOCC1
  /, 4, /, 5%, -3%, /, -7%, /, /
#17 CC(C)c1nc2oc3ccccc3c(=O)c2c(=O)n1-c1ccccc1
  54*, -21, 0.8%, -8%, 5%, 2, 3%, -4, 9
#18 O=C(NCCc1ccccc1)c1oc2ccccc2c1COc1ccccc1
  26, -15, 0.9%, 13%, 3%, -25, 0%, -4, 1
#19 CCOC(=O)/C=C/C(=O)OCC(=O)Nc1ccc(OC)c(Cl)c1
  0, -3, -0.4%, -11%, -6%, -11, ?, 8, -2
#20 CCC(=O)c1ccc(OCC(=O)N(Cc2nnc(-c3ccccc3Cl)o2)C2CC2)cc1
  5, -3, -0.9%, 0%, -2%, -7, 1%, 7, 4
#21 O=C(NCCc1ccccc1)c1cnc2ccccc2n1
  4, -5, -0.9%, 1%, -4%, 2, -1%, -10, -6

This is a subset; count on the stated rates, not on these rows.
